# DAX1 inh-1: blocks DAX1 repression of SF-1 activated StAR promoter | HEK293T StAR-luciferase reporter, SF-1/DAX-1 repression relief | inhibition, % at 6.8 µM | hit rate 1.1% among 370,000 | AID 652010;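 active = inhibition above the mean over all tested compounds plus 3 SD, cut at about 3.6% in these data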;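 note: 0% = DAX-1 cells with DMSO and 100% = cells lacking DAX-1 with DMSO; higher inhibition means more luminescence from relief of DAX-1 repression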
# Rev-erbA mod: Rev-erb alpha (human) modulation | P20393 | Rev-erbα–FITC-DNA binding, fluorescence polarization, 90 min | activity, % at 10 µM | hit rate 0.79% among 370,000 | AID 1259318;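 active = activity above about 14%, limit read from the data; passing the limit was not always enough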;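 note: 0% = DMSO wells with 35 nM protein and 100% = DMSO wells with 750 nM protein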
# FXN GAA850 act: frataxin GAA850 promoter activation; HEK293 lucGAA850 FXN promoter luciferase reporter, 24 h; percent of 10 µM SAHA response; hit rate 0.56% among 360,000; AID 540364; activation, % at 6 µM;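 active = activation above the average of all compounds screened plus 3 SD, cutoff fixed separately per campaign, cut at about 7.5% in these data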;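 note: 0% = DMSO wells and 100% = 10 µM SAHA wells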
# PLCb3 inh: inhibitors of human phospholipase C beta3; AID 720704; hit rate 0.18% among 370,000; Purified PLC-beta3, fluorogenic substrate, fluorescence; inhibition, % at 12.2 µM; Q01970; in the data active = inhibition above about 11%;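 note: 0% = median of compound wells on plate and 100% = full blocker control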
# Target sequence (Q01970 whole entry, looked up): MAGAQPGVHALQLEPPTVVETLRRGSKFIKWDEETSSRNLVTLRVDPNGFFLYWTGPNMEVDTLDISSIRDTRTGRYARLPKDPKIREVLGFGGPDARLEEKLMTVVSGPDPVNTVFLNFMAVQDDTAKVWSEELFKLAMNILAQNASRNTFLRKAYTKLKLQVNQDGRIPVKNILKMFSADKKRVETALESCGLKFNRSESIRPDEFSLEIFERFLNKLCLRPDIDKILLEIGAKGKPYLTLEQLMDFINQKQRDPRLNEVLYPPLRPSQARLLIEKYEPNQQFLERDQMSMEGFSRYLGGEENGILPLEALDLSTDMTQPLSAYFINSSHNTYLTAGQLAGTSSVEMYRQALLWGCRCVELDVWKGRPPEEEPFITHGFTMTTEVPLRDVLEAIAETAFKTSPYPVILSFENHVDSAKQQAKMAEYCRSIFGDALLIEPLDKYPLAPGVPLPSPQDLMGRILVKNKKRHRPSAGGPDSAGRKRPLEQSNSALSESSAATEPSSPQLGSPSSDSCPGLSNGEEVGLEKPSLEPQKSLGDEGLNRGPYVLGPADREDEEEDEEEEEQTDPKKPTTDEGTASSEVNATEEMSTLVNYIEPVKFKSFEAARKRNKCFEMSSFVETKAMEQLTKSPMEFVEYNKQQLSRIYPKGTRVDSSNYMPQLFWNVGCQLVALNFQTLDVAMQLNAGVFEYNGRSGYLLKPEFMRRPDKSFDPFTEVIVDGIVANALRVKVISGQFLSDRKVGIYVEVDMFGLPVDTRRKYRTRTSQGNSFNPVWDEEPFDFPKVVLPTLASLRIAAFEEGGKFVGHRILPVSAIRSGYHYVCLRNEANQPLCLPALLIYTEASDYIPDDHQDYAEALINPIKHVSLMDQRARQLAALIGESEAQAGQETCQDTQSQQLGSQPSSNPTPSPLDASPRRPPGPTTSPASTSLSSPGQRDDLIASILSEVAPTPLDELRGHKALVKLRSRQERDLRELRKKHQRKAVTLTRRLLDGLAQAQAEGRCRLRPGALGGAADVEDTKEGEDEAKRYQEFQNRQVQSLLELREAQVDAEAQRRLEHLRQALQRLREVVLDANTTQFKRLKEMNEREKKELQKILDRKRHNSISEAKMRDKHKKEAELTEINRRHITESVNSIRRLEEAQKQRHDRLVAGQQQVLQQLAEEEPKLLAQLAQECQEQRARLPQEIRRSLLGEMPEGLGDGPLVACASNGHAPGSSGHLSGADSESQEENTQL
# SMARCA2 act: increases SMARCA2 function in MMTV reporter cells; AID 652017; activation, % at 9.1 µM; MG213 cells, MMTV-luciferase reporter, dexamethasone, overnight; hit rate 1% among 370,000; in the data active = activation above about 7.8%;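 note: 0% = vehicle wells and 100% = reference activator wells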
# PG9 Ab binder: small molecules binding HIV-1 gp120 antibody PG9. TR-FRET gp120-PG9 antibody binding. inhibition, % at 6.7 µM. hit rate 0.43% among 360,000. AID 624416; in the data active = inhibition above about 8.5%
# hgDAF-12 ag: hgDAF-12 agonism, primary luciferase screen. activation, % at 6.8 µM. HEK293 GAL4-hgDAF12 UAS-luciferase reporter, agonist luminescence; normalized to butyrate control. AID 687014. hit rate 1.8% among 370,000;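 active = activation above a cutoff set at the mean of all screened compounds plus 3 SD, cut at about 10% in these data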;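 note: 0% = DMSO wells and 100% = sodium butyrate wells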
# hcDAF-12 act: activates DAF-12 receptor from parasite H. contortus; activation, % at 6.8 µM; HEK293 hcDAF-12 lit1-tk-luc reporter, luminescence; 0% DMSO, 100% Δ7-dafachronic acid; hit rate 1.4% among 370,000;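 active = activation above the mean of all tested compounds plus 3 SD, cut at about 5.5% in these data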;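 note: 100% = response to 3 µM Δ7-dafachronic acid high control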
# ssDAF12 agonist: S. stercoralis DAF-12 activation, primary screen; HEK293 ssDAF-12/GRIP1 lit1-tk-luc reporter, luminescence; % of 3 µM dafachronic acid response; activation, % at 6.8 µM; hit rate 1% among 370,000; AID 652126;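 active = activation above the mean over all tested compounds plus 3 SD, cut at about 0.9% in these data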;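 note: 0% = DMSO-only wells and 100% = 3 µM delta7-dafachronic acid wells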
# DAX1 inh-2: inhibitors of human orphan nuclear receptor DAX1 (NR0B1); P51843; HEK293 Gal4-DAX1 luciferase reporter, luminescence; inhibition, % at 6.75 µM; hit rate 0.99% among 340,000; AID 504766;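 active = inhibition above the mean over all tested compounds plus 3 SD, cut at about 4.2% in these data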;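 note: 0% = DAX1-transfected cells with DMSO and 100% = empty-vector control cells with DMSO; inhibition shows as a rise in luminescence from relieved DAX1 repression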
# sPLA2-III inh: Blocks human group III sPLA2 activity. Q9NZ20. QFRET BODIPY PC-A2 liposome hydrolysis, fluorescence. inhibition, % at 12.2 µM. hit rate 0.56% among 370,000. AID 743126;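 active = inhibition above mean plus 3 SD of compounds lying within the high and low control bounds, cut at about 19% in these data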;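 note: 0% = median of test compound wells and 100% = no enzyme DMSO wells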
# * hit, by the source's call; / = no result given.
structure,DAX1 inh-1,Rev-erbA mod,FXN GAA850 act,PLCb3 inh,SMARCA2 act,PG9 Ab binder,hgDAF-12 ag,hcDAF-12 act,ssDAF12 agonist,DAX1 inh-2,sPLA2-III inh
Cc1ccccc1-c1nc2ccccc2c(=O)n1/N=C/c1ccccc1[N+](=O)[O-],0.7,-2,0.0,-1,1,-1.5,-1.6,-2.0,-1.2,-1.4,4
CCN(C(=O)CCc1ccccc1)C1CCCCC1,0.1,0,1.2,-6,-1,-2.7,-1.4,-1.4,-1.2,-0.7,3
CC1CCN(C(=O)C2CCN(S(=O)(=O)c3ccc4c(c3)CC(C)N4C(=O)C3CC3)CC2)CC1 (stereo not drawn),-1.7,-3,1.2,-5,-4,0.3,-3.8,-1.8,-1.3,0.6,-8
CCN1CCN(C(=O)C(=O)c2cn(CC(=O)N(CC)CC)c3ccccc23)CC1,1.5,2,0.9,-2,0,-2.6,0.3,0.4,-0.4,1.6,3
Cc1ccc(NC(=O)c2ncn(CCCNCCCN3CCCC3=O)n2)cc1C,-0.5,-5,-1.6,3,-2,0.2,-1.5,0.5,-0.8,-1.1,3
Cc1occc1C(=O)NNC(=O)CN1C(=O)NC2(CCCCC2)C1=O,0.2,6,0.8,0,-1,-0.3,1.8,-0.8,0.3,0.3,17
COc1ccc(CCc2nnc(CCC(=O)NCc3cnn(-c4ccccc4C)c3)o2)cc1,-0.4,5,1.3,1,1,0.1,0.5,1.0,-1.5,1.6,2
C=CCn1c(SCC(=O)Nc2ccc3c(c2)OCO3)nnc1-c1ccccc1OC,-0.1,-2,-0.1,3,-2,1.2,-2.4,-1.2,-1.4,-1.8,-4
CCCc1nnc(SCC(=O)N2CCOCC2)n1Cc1ccco1,-0.3,-2,-0.3,4,2,0.1,2.7,-0.5,-1.2,1.8,-2
O=C(CN1C(=O)CC(c2ccco2)Sc2ccccc21)NCC1CCCO1 (stereo not drawn),0.7,-6,-0.6,-4,2,-1.4,1.9,-0.9,-1.2,-0.9,-6
COC[C@@H]1CCCN1c1ccc2c(c1)OCCCN(C1CC1)S2(=O)=O,-0.9,2,/,-3,-1,/,1.4,-2.4,-0.9,/,-5
Cc1ccccc1N1C(=O)C(Cl)=C(N2CCCCCC2)C1=O,-0.1,8,0.8,-21,-2,0.5,0.4,-1.6,-1.1,0.2,-5
Cc1ccc(C(=O)C[n+]2ccc(Cc3ccccc3)cc2)cc1,-2.6,0,-3.9,-5,-3,0.1,-4.2,0.6,-2.1,-0.4,-19
Cc1ccc(C(=O)C2Oc3ccccc3C3CC(c4ccc(C)cc4)=NN23)cc1 (stereo not drawn),1.0,1,1.2,-1,3,-0.2,9.6,3.0,0.1,3.2,-2
CCOC(=O)c1sc(-c2ccc(F)cc2)cc1NC(=O)Nc1ccccc1OC,0.0,2,0.9,0,-1,2.0,-1.8,-1.9,-1.2,-0.6,4
COCCn1cnnc1SCC(=O)Nc1cccc(S(=O)(=O)N2CCCCCC2)c1,-0.6,-6,-0.7,2,2,1.4,-2.6,0.4,-1.4,1.5,-5
CCOC(=O)C(C)n1ncn2cccc2c1=O (stereo not drawn),-0.2,5,-0.8,5,2,0.7,0.3,-1.6,-1.1,-0.7,4
Cc1ccccc1COC(=O)CCCC1=NS(=O)(=O)c2ccccc2N1,-0.4,4,-1.7,-4,-1,-0.6,-0.7,-2.0,-1.1,0.0,-14
NC(=O)C1CCN(C(=O)c2ccc(NS(=O)(=O)c3ccc(F)cc3)cc2)CC1,-0.8,-3,0.1,-4,2,-1.2,1.2,1.8,-1.2,0.5,2
COc1cccc(CN2CCNC(=O)C2CC(=O)NCC(C)(C)N2CCOCC2)c1OC (stereo not drawn),-0.3,-1,1.9,-12,-1,-0.5,1.2,-0.9,-0.5,0.9,3
COc1ccccc1CNC(=O)C(=O)c1cn(CC(=O)N2CCCCC2)c2ccccc12,-0.5,7,1.7,-6,-1,-2.5,0.5,2.8,-1.0,-1.0,-12
CCC1CCC(c2nnc(-c3ccc(Br)cc3)o2)CC1 (stereo not drawn),0.0,9,1.5,0,-3,2.7,-0.8,-2.6,-0.7,-0.1,0
COc1cccc(CN(C)C(=O)CSc2nc3ccccc3[nH]2)c1OC,-0.3,8,1.1,-7,-2,1.4,0.2,-0.1,-0.7,-0.9,-5
CC(C)CCN1C(=O)c2ccc(C(=O)NCc3ccccn3)cc2C1=O,-0.9,-5,-0.4,-6,-1,1.1,-1.4,-0.5,-0.1,-0.5,0
COc1c(Cl)cc(Cl)cc1CNCc1ccccc1,-0.3,-5,3.4,11,-4,-0.8,0.5,-0.6,-2.0,-1.0,-5
Cc1ccc(-c2noc(CC(=O)c3ccc([N+](=O)[O-])cc3)n2)cc1,-0.5,5,1.5,-1,1,0.4,-2.0,-0.4,-1.1,-0.4,-10
CCOC(=O)NC(CC(=O)O)c1ccc(OC)cc1 (stereo not drawn),0.0,1,1.8,2,0,-1.3,2.5,-1.3,-0.7,1.4,5
CCCc1cnc(N2CCN(C(=O)c3ccccc3)CC2)nc1,0.3,7,2.0,-16,-3,0.9,-1.7,-1.6,-1.2,-0.2,3
Cc1ccc(SCCC(=O)OCC(=O)Nc2ccc(S(N)(=O)=O)cc2)cc1,-0.3,-4,0.8,-9,3,-1.7,2.2,-0.3,-1.4,2.4,-11
CC(NC(=O)Nc1ccccc1Cl)c1ccc2c(c1)OCO2 (stereo not drawn),-1.7,2,2.1,-12,-1,0.2,-0.1,-0.4,-1.1,1.3,2
COc1ccc(/C=C/C(=O)N[C@H](C(=O)O)C(C)C)cc1,-0.3,2,1.6,-1,-5,-4.1,-2.4,-0.8,-1.4,-0.4,3
C[n+]1cccc(/C=N/Nc2nc(Cl)c(C#N)c(Cl)c2Cl)c1,0.1,-7,-0.8,-49,-4,-0.8,1.2,-0.7,0.1,/,12
CC(C)(C)OC(=O)N1CCC[C@H]1C(=O)Nc1ccc(Br)cc1,-0.3,-2,0.6,-2,-2,0.7,0.4,3.7,-0.8,0.8,2
O=C(Nc1cccc(F)c1)NC1CCCCC1,1.7,-4,3.5,1,5,-0.4,6.0,0.9,0.5,1.1,0
CC(=O)N=c1ncn(CC(COC(C)=O)OC(C)=O)c2nc[nH]c12 (stereo not drawn),0.4,-1,-1.7,4,-3,-0.7,-0.4,-1.8,-1.3,-1.2,7
Cc1ccc(C)c(N2N=C(C(=O)Nc3ccccc3N3CCCC3)CCC2=O)c1,-1.6,2,0.1,-5,1,-1.2,-3.1,-1.3,-1.2,-0.7,6
CN(CCNC(=O)CCNC(=O)Cn1ccc2ccccc2c1=O)Cc1ccccc1,-0.1,-1,1.9,-2,1,1.8,1.0,-1.7,-0.9,-0.5,6
C=CCc1cccc2cc(C(=O)O)c(=O)oc12,0.0,5,4.8,-3,-1,-0.5,-0.4,-0.3,-1.0,-0.5,7
Cc1cccc(NC(=O)CC2c3ccccc3Oc3ccccc32)c1,-0.3,-3,1.5,3,2,-2.1,2.6,-2.8,-0.8,-0.1,2
Cc1c(/C=N/O)sc2ccccc12,-0.1,-2,2.2,-2,-3,-0.8,0.2,-1.0,-1.7,1.2,-15
NC(=O)NNC1=Nc2cccc3cccc1c23,-0.9,-6,-0.9,0,-2,-16,-0.1,0.2,-1.0,1.5,3
O=C(NCC(c1ccco1)N1CCCC1)c1sc2cc(F)ccc2c1Cl (stereo not drawn),0.8,-3,0.7,0,0,-1.1,-0.5,-0.3,-0.4,-1.1,-14
Cc1nn(Cc2nnc(SCC(=O)Nc3cccc(C(F)(F)F)c3)n2C)c(C)c1[N+](=O)[O-],-0.6,3,-1.0,2,-3,0.0,-5.1,-1.5,-1.6,/,-7
CCOC(=O)N1CCN(C(=O)CSCC(=O)Nc2nc(-c3cccs3)cs2)CC1,-1.4,1,-1.3,-7,-6,-2.6,-1.4,-0.9,-1.6,-2.1,-3
O=C(O)CSc1nc(C(F)(F)F)cc(=O)n1-c1ccccc1,-0.3,2,1.8,-2,0,-2.4,0.9,-0.9,-0.6,2.2,1
Cc1cc2ccccc2n1CCNC(=O)c1cccs1,2.2,2,2.0,-22,2,0.5,9.2,5.5,1.6*,-0.2,-4
Cc1cc(Cl)ccc1OCC(=O)NCCCN1CCOCC1,0.0,-5,-1.2,-3,2,0.5,1.1,-1.4,-1.1,0.4,-3
CC(=O)N1CCN(C(=O)c2ccc(Oc3ccccc3)cc2)CC1,-0.1,2,-1.9,3,0,0.2,-3.5,-1.1,-2.0,0.8,5
Cc1cc(N/N=C/c2ccc(O)cc2O)c2ccccc2n1,0.7,-2,0.1,-54,-3,-0.9,-0.9,0.3,-1.8,-0.8,11
CCCCN1C(=O)NC(NS(=O)(=O)c2ccc(N)cc2)(C(F)(F)F)C1=O (stereo not drawn),-0.9,0,1.2,2,-3,2.8,-0.7,-0.5,-1.8,1.5,5
CC1CCN(S(=O)(=O)c2cccc(C(=O)Oc3ccc([N+](=O)[O-])cc3)c2)CC1,-0.3,3,1.6,1,-2,1.3,-3.6,0.0,-0.8,3.5,-2
O=C(Nc1ccccc1F)c1ccc(Br)o1,0.6,-3,0.5,0,3,-0.9,0.8,-0.4,-1.3,0.3,2
Cc1ccc(NC(=O)COC(=O)Cn2c(C)csc2=O)c([N+](=O)[O-])c1,0.8,-2,-3.0,-2,0,-1.2,2.5,-0.5,-0.2,0.1,5
O=C(NCCC1CCCCN1S(=O)(=O)c1ccccc1)C(=O)Nc1ccccc1F (stereo not drawn),0.8,3,0.0,1,-2,-0.5,-0.6,-1.4,-0.9,-0.6,1
CC1(c2nc3ccccc3cc2C#N)OCCO1,-0.1,-1,-1.7,2,8,-0.3,0.9,-0.7,-1.2,-0.2,-4
CC(NC(=O)c1ccc(F)cc1)c1ccc(F)cc1 (stereo not drawn),0.1,5,1.2,0,-1,-0.2,-1.6,-2.8,-1.4,2.9,5
CC1CCC(NC(=O)COC(=O)C2=NN(c3ccccc3)C(=O)CC2)CC1 (stereo not drawn),0.3,0,0.0,-7,-3,0.2,-0.9,0.0,-0.7,-0.1,12
CCc1ccccc1NC(=O)CN1CCC(NC(=O)COC)CC1,-0.6,-4,-0.6,5,2,-0.6,3.4,-1.5,-1.5,0.0,1
CCC(C)NS(=O)(=O)c1ccc(S(=O)(=O)N2CCCC3(CCCCC3)C2)cc1 (stereo not drawn),-0.5,9,-3.0,-2,-3,1.1,0.7,-1.3,-0.9,-2.0,1
CCOC(=O)C1=C(CN2CCSCC2)NC(=O)NC1c1cccc([N+](=O)[O-])c1 (stereo not drawn),-0.3,1,2.3,-2,-3,1.1,-0.9,-1.7,-1.2,-0.8,-1

# Screening results: PubChem BioAssay, several laboratories
